Source: PubChem BioAssay (Fisher Drug Discovery Resource Center)
mcGAS MS inh = mouse cGAS inhibition by mass spec; Q8C6L5; recombinant mouse cGAS, cGAMP by RapidFire MS; inhibition, % at 12.5 µM; 0.18% of 130,000 active;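 active = inhibition of cGAS enzyme activity at or above 60%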;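 note: enzyme stimulated by 45 bp dsDNA with ATP and GTP substrates; cGAMP share of summed cGAMP plus half ATP and half GTP signals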
Target sequence (Q8C6L5 whole entry, looked up): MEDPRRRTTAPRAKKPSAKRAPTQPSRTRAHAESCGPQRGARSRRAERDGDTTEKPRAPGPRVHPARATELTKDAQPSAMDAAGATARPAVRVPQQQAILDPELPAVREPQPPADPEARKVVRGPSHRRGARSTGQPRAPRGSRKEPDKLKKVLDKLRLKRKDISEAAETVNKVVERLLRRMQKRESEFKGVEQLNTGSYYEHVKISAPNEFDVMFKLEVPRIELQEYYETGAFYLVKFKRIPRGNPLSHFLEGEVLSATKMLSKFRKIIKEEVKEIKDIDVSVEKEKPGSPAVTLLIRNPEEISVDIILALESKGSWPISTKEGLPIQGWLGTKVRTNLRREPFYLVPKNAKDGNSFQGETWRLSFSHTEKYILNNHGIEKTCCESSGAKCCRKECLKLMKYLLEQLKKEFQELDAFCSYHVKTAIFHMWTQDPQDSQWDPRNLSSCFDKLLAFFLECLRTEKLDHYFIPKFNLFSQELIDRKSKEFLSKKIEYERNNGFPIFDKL
Active calls of the source: *; & = joins results of further samples. The list is partial, so the mix of outcomes need not match the whole.

Start of the data: the first 2 entries, ahead of the listing:
Molecule | mcGAS MS inh
COc1ccc(NC(=O)C(C)N2CCC(C(=O)N3CCOCC3)CC2)cc1Cl (centres undefined) | -10
Cc1cccc2[nH]c(C3CCN(C(=O)c4cc5n(n4)CCCN(C)C5)CC3)nc12 | -30

The list itself, from the start:
Molecule | mcGAS MS inh
COc1ccc(NC(=O)C(C)N2CCC(C(=O)N3CCOCC3)CC2)cc1Cl (centres undefined) | -10
Cc1cccc2[nH]c(C3CCN(C(=O)c4cc5n(n4)CCCN(C)C5)CC3)nc12 | -30
Cc1nnc(Nc2cccc(Nc3nnc(C)c4ccccc34)c2)c2ccccc12 | -38
Cn1ccc(C(=O)Nc2cnn(-c3ccccc3Cl)c2)cc1=O | -5
COCc1c(C(=O)OCc2cc(=O)oc3cc4c(cc23)CCC4)oc2ccccc12 | -4
C=CCSc1nc(-c2ccccc2)cc(-c2ccc(OC)cc2)c1C#N | -17
COCC(=O)N1CCN(C(=O)c2ccc(C)o2)CC1 | -8
COc1ccc(Cl)cc1C(=O)Nc1c(C)nc2ccccn2c1=O | 11
O=c1cc(O)nc(-c2ccccc2)[nH]1 | 3
CN1CC2([N+](=O)[O-])C=C(C(N)=O)CC([N+](=O)[O-])(C1)C2 (centres undefined) | -6
CC(C)CC(C(=O)NNC(=O)c1ccco1)N1C(=O)C2CC=CCC2C1=O (centres undefined) | -2
O=C(NCCc1cccc(Cl)c1)N1CCc2ccccc2C1 | 0
O=C(Cn1cnnn1)N1CCN(S(=O)(=O)c2ccc(Br)s2)CC1 | -2
CC12CCC(C(=O)Oc3ccc4ccccc4c3)(CC1=O)C2(C)C (centres undefined) | -32
Cc1cc(CN2C(=O)c3ccccc3C2=O)cc(C(=O)N2CCOCC2)c1O | -1
CC1C(=O)N(c2cccc(Br)c2)CCN1C(=O)C1CCC1 (centres undefined) | -4
CC(C)C(NC(=O)C1CCCN1S(C)(=O)=O)c1cccs1 (centres undefined) | -6
COc1ccc(Br)cc1S(=O)(=O)N1CCc2ccccc21 | -2
CCCNC(=O)C1(C)CCN(CCC(=O)c2ccc(Br)cc2)C1 (centres undefined) | 64*
CCCNC(=O)CSc1ccc2ccccc2n1 | -8
CN(c1ccc(F)c(F)c1)S(=O)(=O)c1ccc(C(=O)O)cc1 | 1
CN(CC(=O)c1c(N)n(C2CC2)c(=O)[nH]c1=O)c1ccc(F)cc1 | -3
Cc1nc(N)nc(C)c1CC(=O)N1CCCC(Nc2ccccc2)C1 (centres undefined) | -34
CCC(C)N=Cc1c(NCc2ccco2)nc2c(C)cccn2c1=O (centres undefined) | 34
COc1cccc(CNc2nc(NCC3CC3)nc3ccsc23)c1OC | 3
Nc1nn(S(=O)(=O)c2ccccc2)cc1-c1cccc(F)c1 | 5
C=CCn1c(SCn2nnc3ccccc3c2=O)nc2ccccc2c1=O | -5
O=C(CCN1CCCCCCC1)NCCc1nc(-c2cccnc2)no1 | -7
Cn1c(C(=O)NCCCN2CCCC2C(N)=O)cc(Cl)c1Cl (centres undefined) | 5
CCOC(=O)C1=C(COC(=O)CCN2C(=O)C3CCCCC3C2=O)NC(=O)NC1C (centres undefined) | -7
O=C(Cc1ccc(OC(F)F)cc1)NCc1nc2ccccc2s1 | 9
CC(C)c1cc(C(=O)N2CCCC(C(=O)Nc3ccccc3Oc3cccnc3)C2)no1 (centres undefined) | -9
Nc1cc(Cl)ccn1 | -7
C=CC(C)(O)CN(CCOC)Cc1c(CC)nn(-c2ccccc2)c1Oc1cccc(F)c1 (centres undefined) | -5
COc1ccccc1-c1c(C)[nH]n2c(=O)c(Cc3ccccc3)c(C)nc12 | 2
CCn1cnc(NC(=O)NCc2ccc(Cl)cc2Cl)n1 | -9
Cc1c(C(=O)c2nn3c(nc(=O)c4ccccc43)s2)c(=O)n(-c2ccccc2)n1C | -27
O=S1(=O)CC2N=C(Nc3cc(F)ccc3F)SC2C1 (centres undefined) | 11
CCCCc1ncc(CN2C(=O)NC(C)(C3CCNCC3)C2=O)[nH]1 (centres undefined) | 9
C#CCN1CCC(C(=O)NC(C)c2nc(C(C)(C)C)cs2)CC1 (centres undefined) | -4

Given field by field: part of the list above
molecule: CCn1cnc(NC(=O)NCc2ccc(Cl)cc2Cl)n1
  mcGAS MS inh: -9

molecule: Cn1ccc(C(=O)Nc2cnn(-c3ccccc3Cl)c2)cc1=O
  mcGAS MS inh: -5

The main list resumes, repeating the four entries before the break.
Molecule | mcGAS MS inh
Cc1c(C(=O)c2nn3c(nc(=O)c4ccccc43)s2)c(=O)n(-c2ccccc2)n1C | -27
O=S1(=O)CC2N=C(Nc3cc(F)ccc3F)SC2C1 (centres undefined) | 11
CCCCc1ncc(CN2C(=O)NC(C)(C3CCNCC3)C2=O)[nH]1 (centres undefined) | 9
C#CCN1CCC(C(=O)NC(C)c2nc(C(C)(C)C)cs2)CC1 (centres undefined) | -4
CCOc1ccc2ccccc2c1C(=O)NCCn1c(C)cc2ccccc21 | -9
CC(c1nc(Cc2ccccc2)no1)S(=O)c1nccs1 (centres undefined) | -2
O=C(CCCn1nnnc1CN1CCc2ccccc2C1)NCCn1cccn1 | -5
COc1cccc(C=C2CS(=O)(=O)c3ccc(Cl)cc3C2=O)c1 | -3
Cc1ccnc(SC2CC(=O)N(c3ccc4ccccc4c3)C2=O)n1 (centres undefined) | -4
Cc1ccc(-n2ncc3c(C)nn(CC(=O)N4CCc5ccccc54)c(=O)c32)c(C)c1 | -4
Cc1ccc(CN(CCN(C)C)C(=O)c2cc(S(C)(=O)=O)ccc2C)o1 | -6
CC(Sc1nncn1C1CC1)c1ccccc1Cl (centres undefined) | 2
CCOc1ccccc1N1CCN(C(=O)c2ccc3nc(N)sc3c2)CC1 | -2
COCc1c(C(C)C)nc(C(C)C)c(/C=C/[C@@H](O)C[C@@H](O)CC(=O)O)c1-c1ccc(F)cc1 | 4
CC(=O)c1c(C)[nH]c(C(=O)COc2ccc(F)c3c2C(=O)CC3C)c1C (centres undefined) | -4
CN(CC1(CO)CCCC1)C(=O)CC1C(=O)NCCN1Cc1ccccc1 (centres undefined) | -12
O=P(c1ccccc1)(c1ccccc1)C(O)c1ccncc1 (centres undefined) | -9
Cc1nn(-c2ccc(Cl)nn2)c2c1C(c1ccc(C(C)C)cc1)CC(=O)N2 (centres undefined) | 1
COc1ccccc1-n1cc([C@@H]2C[C@H]3CN(Cc4ccccc4C)C(=O)[C@]34CCCN24)cn1 | -10
CCn1c(C)cc(C(=O)CN2C(=O)C(=O)N(CCC3=CCCCC3)C2=O)c1C | -6
O=C(C=Cc1nc2ccccc2o1)Nc1cc(S(=O)(=O)N2CCCCC2)ccc1N1CCOCC1 | 10
Cc1cc(C)c(NC(=O)CSc2nc3c(c(=O)n2C)SC(C)C3)c(C)c1 (centres undefined) | -8
CCn1c(SCC(=O)Nc2nc(C)cs2)nnc1C1CC1 | -6
CCNc1cc(C)nc(Nc2ccc(NS(=O)(=O)c3cc(Cl)c(C)cc3OC)cc2)n1 | -5
C=CCn1c(SCC(=O)NC(=O)NC)nnc1-c1ccncc1 | -4
CNC(=O)c1ccc(Cn2nc(C3CCNCC3)n(-c3ccccc3)c2=O)o1 | -12
COc1c(S(=O)(=O)NCc2ccco2)ccc(Cl)c1Cl | 11
CNC(=O)CN1CCOc2c(O)cc(-c3ccccc3C)cc2C1 | -25
O=c1c[n+]([O-])c2ccccc2n1OCc1c(F)cccc1F | 15
CC(=O)N1CCN(CCNC(=O)c2cc3ccccc3nc2N2CCCC2)CC1 | -3
NC(=O)COc1ccc2c(-c3cc4cc(Cl)ccc4oc3=O)cc(=O)oc2c1 | -8
Fc1ccc(-n2cc(CNCC3CSCCS3)cn2)cc1 (centres undefined) | -24
CCC(=O)N(c1nnc(SC(C)C(N)=O)s1)C1CC1 (centres undefined) | -15
OCCC1CN(Cc2cccc3nonc23)CCN1CC1CCCCC1 (centres undefined) | -2
COc1ccc2cc(-c3[nH]ncc3CNC3CCCCC3)ccc2c1 | -7
CCCSc1nc2c(cnn2CCO)c(=O)[nH]1 | -22
OCC1(O)CCCN(Cc2cccc(-c3ccccn3)c2)CC1 (centres undefined) | -15
O=C(C1CCCO1)N1CCOc2c(cc(-c3csc4ccccc34)cc2OCCc2ccccn2)C1 (centres undefined) | -7
Cc1cc(CN(C)C(=O)C(C)(C)c2ccc(Cl)c(Cl)c2)no1 | -51
COc1cc(F)ccc1NC(=O)c1ccc(N2CCCC2)nc1 | -4
Cn1cc(S(=O)(=O)NCCc2nc3c(s2)CCCC3)c(=O)n(C)c1=O | -4
CN(C)S(=O)(=O)c1cccc(C(=O)NC2CCc3ccccc32)c1 (centres undefined) | -5
CC(C)CN(CC(=O)O)C(=O)OC(C)(C)C | -8
CCn1c(CC2CCN(S(=O)(=O)N3CCCCC3)CC2)nn(C)c1=O | -28
CCCCNC(=O)C1(C)CCN1Cc1ccc(SC)cc1 (centres undefined) | -4
CC(c1nc(C2CC2)no1)N(C)CC1CCN(CCO)CC1 (centres undefined) | -11
Cc1csc(-c2ccc(NC(=O)C(=O)NCC3CCCC3)cc2)n1 | -39
CCOC(=O)c1nc2c(N)nc(SC)nc2[nH]c1=O | 45
Cc1cc(C(=O)NCCN2CCCC(C)C2)n[nH]1 (centres undefined) | -8
CCn1c(C2CCN(C(=O)C3CC(=O)N(CC(C)C)C3)CC2)nn(C)c1=O (centres undefined) | 7
COC(=O)C1=C(C)NC2=C(C(=O)CC(c3ccccc3)C2)C1c1ccncc1 (centres undefined) | 4
Cc1c(NC(=O)C2CC(=O)N(C3CC3)C2)cccc1C(=O)N1CCc2sccc2C1 (centres undefined) | -6
O=S(=O)(NC1CCCCC1)c1ccc(S(=O)(=O)N2CCN(c3ncccn3)CC2)cc1 | -11
Cc1c(C(=O)NC2CCCC2)sc(=O)n1CC(=O)c1ccc(F)cc1 | -7
OCC(O)CSCc1nnc(-c2ccc(Cl)cc2)o1 (centres undefined) | -6
CC1(C(=O)NS(=O)(=O)c2ccc(Cl)cc2)CCN1C(=O)Cc1ccccc1Cl (centres undefined) | 3
NC(=O)c1cc2c(nc1-c1ccc3c(c1)OCCO3)CCC2 | -20
CCCn1cnnc1COC(=O)c1n[nH]c2c1CCCC2 | -8
CC(C(=O)NCc1ccc(OC(F)F)cc1)S(=O)(=O)c1ccc(F)cc1 (centres undefined) | -3
Cc1nn(C(=O)N(C)C)c(C)c1CN1C(=O)c2ccccc2C1=O | -6
Cc1nn(C(C)(C)C)c(C)c1S(=O)(=O)NCc1ccoc1C | -4&-2
CC(Sc1ncc(-c2ccc(Br)cc2)[nH]1)C(=O)NC(N)=O (centres undefined) | -29
COc1ccc(NC(=O)C(C)n2cccn2)cc1Cl (centres undefined) | -10
CC(C)Cc1cc(C(=O)N(C)Cc2n[nH]c3c2CCCC3)n(C)n1 | -10

(continued)
Molecule | mcGAS MS inh
O=C(c1ccc(Cn2nnn(-c3ccccc3)c2=O)cc1)N1CCCC1 | -2
O=C1CCC(C(=O)N(Cc2ccc(F)cc2)C2CC2)=NN1c1ccccc1 | 5
Cc1cc(CSc2nnc(-c3cccs3)n2C2CC2)no1 | -3
C/C(=N\OC(C)C(=O)Nc1ccc2c(c1)OCCCO2)c1sc(C)nc1C (centres undefined) | -5
CC(C)N1CCC(NS(=O)(=O)c2cc(Cl)sc2Cl)C1 (centres undefined) | 1
CCC1c2ccsc2CCN1C(=O)c1ccc2c(c1)CCCC(=O)N2 (centres undefined) | -8
Cc1cc(C(=O)N(CC2CCN(Cc3ccccc3C)CC2)CC2CCCO2)no1 (centres undefined) | -6
CC(=O)C1=C(C(F)(F)F)N(C)C(=S)N(C)C1c1ccccc1 (centres undefined) | -2
COc1cccc2sc(N(Cc3cccnc3)C(=O)CCSc3ccc(F)cc3)nc12 | -5
CN(CC1(CO)CC1)C(=O)CN1CCNCC1 | -12
O=C(Cn1cnc2sccc2c1=O)c1cccs1 | -6
CCCn1nc(C(=O)N(C)Cc2ccc(C)o2)ccc1=O | -8
COc1ccc(OC)c(S(=O)(=O)NC(=O)C2(C)CCN2C(=O)C2(c3ccc(Cl)cc3)CC2)c1 (centres undefined) | -6
Clc1ccc(-c2cccc(-n3cnnc3)c2)s1 | -5
N#Cc1c(-c2cccs2)cc2c(c1N)c(=O)oc1ccccc12 | -3
COc1ccc(C(=O)COC(=O)c2ccccc2[N+](=O)[O-])cc1OC | -7
O=C(CSc1nnc(-c2ccco2)o1)N1CCN(C(=O)c2ccco2)CC1 | -28
COc1ccnc(N2C[C@H]3CC=CC[C@H]3C2)n1 | -27
CC(C)OCC(=O)Nc1ccn(CCCn2ccnc2)n1 | 0
CC(C)c1ccc(CN(C(=O)CCNC(=O)c2ccccc2)C2CC2)cc1 | 4
O=C(OCC(=O)N1CCC2(CC1)OCCO2)c1[nH]c2ccc(Cl)cc2c1Cl | 3
COc1ccc(NC(=O)c2ccoc2C)c(N2CCN(C(C)=O)CC2)n1 | -2
Cc1ccc(NC(=O)c2sc(=O)n(Cc3ccccc3C(F)(F)F)c2C)cc1 | -5
COc1ccc(NC2CCCN(C(=O)Cc3cnc(C)[nH]c3=O)C2)cc1 (centres undefined) | -30
CNc1cncc(-c2ccc(OC)cc2)n1 | 2
O=C1C2Sc3[nH]c(=O)sc3C(c3ccc(O)cc3)C2C(=O)N1c1ccc(Cl)cc1 (centres undefined) | 0

Looked up above:
Value for COc1ccc(OC)c(S(=O)(=O)NC(=O)C2(C)CCN2C(=O)C2(c3ccc(Cl)cc3)CC2)c1 (centres undefined) under mcGAS MS inh: -6
Value for Cc1nn(-c2ccc(Cl)nn2)c2c1C(c1ccc(C(C)C)cc1)CC(=O)N2 (centres undefined) under mcGAS MS inh: 1
Value for CN(c1ccc(F)c(F)c1)S(=O)(=O)c1ccc(C(=O)O)cc1 under mcGAS MS inh: 1
